# Bioassay records as filed in PubChem BioAssay.
# TRPC6 act: mouse TRPC6 channel activators, primary screen, cell-based, HEK293, membrane potential dye; Short transient receptor potential channel 6 (Mus musculus), Q61143; HEK293-TRPC6 membrane potential dye fluorescence; active compounds read high; B-score at 10 µM; hit rate 0.13% among 310,000; AID 2550, 2010;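 active = B-score of the integrated fluorescence ratio above library mean plus 3 SD, and starting fluorescence ratio within library mean plus 5 SD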;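 also: higher score means more depolarization so channel activation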
# ANO1 activ: TMEM16A chloride channel activators or potentiators, primary screen, cell-based, HTS | Anoctamin-1 (Mus musculus), Q8BHY3 | hit rate 0.3% among 340,000 | HEK293 TMEM16A/YFP-H148Q/I152L, iodide quench fluorescence; active compounds read low | B-score at 10 µM;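 active = fluorescence-ratio B-score plate-corrected deviation score at least 3 library SD below zero, with starting fluorescence score within 5 deviations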;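 also: channel opened by trigger with iodide after compound preincubation; score built on the fluorescence ratio of max minus min over baseline; more negative score means more quench and so TMEM16A activation or potentiation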
# Target sequence (Q8BHY3 whole entry, looked up): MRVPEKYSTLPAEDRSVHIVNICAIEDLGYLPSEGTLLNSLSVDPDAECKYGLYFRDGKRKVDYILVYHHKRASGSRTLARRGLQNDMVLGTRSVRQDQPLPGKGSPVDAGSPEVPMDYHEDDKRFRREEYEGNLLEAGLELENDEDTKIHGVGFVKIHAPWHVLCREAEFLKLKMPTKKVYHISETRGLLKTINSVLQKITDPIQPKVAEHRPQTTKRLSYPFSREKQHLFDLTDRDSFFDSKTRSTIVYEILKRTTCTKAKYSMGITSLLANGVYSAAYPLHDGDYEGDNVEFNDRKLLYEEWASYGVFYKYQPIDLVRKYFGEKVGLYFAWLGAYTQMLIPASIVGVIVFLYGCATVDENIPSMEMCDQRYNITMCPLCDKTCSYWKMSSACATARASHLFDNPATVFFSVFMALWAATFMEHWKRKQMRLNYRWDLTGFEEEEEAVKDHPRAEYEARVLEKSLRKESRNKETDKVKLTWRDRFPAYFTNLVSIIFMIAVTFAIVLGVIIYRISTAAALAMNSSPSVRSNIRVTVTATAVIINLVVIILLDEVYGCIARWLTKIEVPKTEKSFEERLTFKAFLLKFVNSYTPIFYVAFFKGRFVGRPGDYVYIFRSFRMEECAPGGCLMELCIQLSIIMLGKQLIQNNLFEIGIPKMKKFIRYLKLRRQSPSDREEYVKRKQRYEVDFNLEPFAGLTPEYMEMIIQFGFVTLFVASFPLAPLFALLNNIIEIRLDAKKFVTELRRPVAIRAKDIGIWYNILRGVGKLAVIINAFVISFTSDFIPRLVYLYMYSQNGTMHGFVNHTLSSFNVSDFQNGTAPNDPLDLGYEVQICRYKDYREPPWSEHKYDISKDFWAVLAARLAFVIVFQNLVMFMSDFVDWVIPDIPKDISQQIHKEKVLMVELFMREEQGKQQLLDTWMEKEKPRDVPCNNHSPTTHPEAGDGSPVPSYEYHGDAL
# TRPC6 inhibitor: mouse TRPC6 channel inhibitors, primary screen, cell-based, HEK293, membrane potential dye; Short transient receptor potential channel 6 (Mus musculus), Q61143; ACh-evoked depolarization; active compounds read low; B-score at 10 µM; hit rate 1.1% among 310,000; AID 2553, 2010;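 active = B-score under library mean minus 3 SD, initial fluorescence not abnormally high, positive integrated signal ratio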;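 also: B-score derived from integrated fluorescence ratio over the kinetic read; more negative B-score means stronger inhibition of depolarization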
# ANO1 block: TMEM16A chloride channel inhibitors, primary screen, cell-based, HTS; Anoctamin-1 (Mus musculus), Q8BHY3; HEK293 TMEM16A/YFP iodide influx fluorescence, ionomycin; normalized B-score (activity score, 25-100; higher = stronger inhibition) at 10 µM; hit rate 1.2% among 310,000;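 active = ratio plate-corrected score three or more library SD toward inhibition, starting fluorescence score within five deviations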;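 also: score derived from kinetic fluorescence span divided by baseline fluorescence per well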
# RGS4 inh: RGS4 inhibitors, primary screen, cell-based, HEK293 M3R inducible RGS4, calcium flux. Regulator of G-protein signaling 4 (Homo sapiens), P49798. Fluo-4 calcium flux; active compounds read high; triggered by carbachol at its EC20. B-score at 10 µM. hit rate 0.45% among 310,000. AID 463165, 2010;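 active = B-score, a plate-corrected calcium signal, over three deviations above library mean, with baseline fluorescence within five deviations of library mean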;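 also: RGS4 expression induced by doxycycline in cells with stable M3 receptor; B-score is computed from the integrated fluorescence ratio over baseline after carbachol; higher B-score means a larger calcium signal and so more RGS4 inhibition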
# SKKanGAS inh: S. pyogenes SKKanGAS growth inhibitors in kanamycin, primary screen, streptokinase expression inhibitor project, SKKanGAS strain, BacTiter-Glo luminescence; 6 h; hit rate 1.3% among 300,000; AID 1662, 2009; inhibition, % at 7.5 µM;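 active = mean replicate score, as percent of positive control median, at least 50; inconclusive = mean below 50 but one replicate at or above 50; inactive = mean and every replicate below 50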;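 also: strain carries kanamycin resistance gene driven by streptokinase promoter and grows in 40 µg/ml kanamycin; loss of luminescence reflects streptokinase promoter inhibition or plain growth inhibition; 0% = median of DMSO wells and 100% = positive control at its reference dose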
# RGS4 act: RGS4 potentiators or activators, primary screen, cell-based, HEK293 M3R inducible RGS4, calcium flux; B-score at 10 µM; carbachol calcium flux Fluo4; active compounds read low; AID 463111, 2010; hit rate 0.92% among 310,000;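 active = B-score of the integrated calcium signal more than 4 SD below the library mean, with starting fluorescence not abnormally high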;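 also: negative B-score means reduced calcium response which marks RGS4 activation or potentiation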
#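 Detection: kinetic calcium fluorescence imaging with Fluo4-AM dye, 2 µM / Material: HEK293 cells with stable M3R and inducible RGS4 / Schedule: recording 10 s baseline at 1 Hz, 100 s post-agonist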
# HDAC3 inh: HDAC3 deacetylase inhibitors, primary screen, biochemical, fluorescence, cell-free homogeneous | recombinant HDAC3, fluorogenic peptide/trypsin coupled | inhibition, % at 8.3 µM | hit rate 0.15% among 320,000; in the data active = inhibition above about 26%, passing the limit was not always enough; inconclusive = no clear call, values can overlap the other calls
# MrgX1 antag: antagonists of human MrgX1 receptor, primary screen, HEK293 cells, Fluo-4 calcium flux | Mas-related G-protein coupled receptor member X1 (Homo sapiens), Q96LB2 | BAM8-22 antagonism; active compounds read low | B-score at 10 µM | hit rate 1.3% among 310,000;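 active = calcium-response B-score plate-corrected more than 3 library SD below zero, starting fluorescence within 5 deviations, no agonist response on first addition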;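 also: peak minus trough fluorescence over baseline after final BAM8-22 challenge near maximal dose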
# MrgX1 PAM: positive allosteric modulators of MrgX1, primary screen, HEK293 cells, Fluo-4 calcium flux; FDSS; active compounds read high; B-score at 10 µM; hit rate 0.63% among 310,000; AID 588675, 2011;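 active = plate-corrected calcium response at least 3 library SD above typical, normal starting fluorescence, not activating the receptor alone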;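 also: compound read alongside a low EC10 to EC30 dose of BAM8-22 agonist; peak minus trough fluorescence over baseline measured at the second addition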
# MrgX1 agonist: agonists of human MrgX1 receptor, primary screen, HEK293 cells, Fluo-4 calcium flux | Mas-related G-protein coupled receptor member X1 (Homo sapiens), Q96LB2 | hit rate 0.44% among 310,000 | Fluo-4 calcium fluorescence, agonist mode; active compounds read high | B-score at 10 µM | AID 588627, 2011;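 active = calcium response B-score plate-corrected fluorescence ratio at least 3 library SD, with starting fluorescence B-score inside 5 SD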
#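 Material – MrgX1-expressing HEK293 cells · Input – 15,000 cells seeded per well · Dosing – compound as first of three additions · Times – overnight seeding, then 1 h dark dye loading · Measured by – kinetic Fluo-4 NW fluorescence of intracellular calcium · Read-out – B-scored fluorescence response ratio · Benchmarks – positive and negative control wells on each plate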
# * marks the source's active call; other numbers are inactive results; i = inactive; ? = inconclusive; nt = no result given.
mol,TRPC6 inhibitor,MrgX1 agonist,MrgX1 antag,SKKanGAS inh,HDAC3 inh,TRPC6 act,ANO1 block,ANO1 activ,MrgX1 PAM,RGS4 act,RGS4 inh
Oc1ccccc1/C=N/Nc1cccc2cccnc12,i,i,i,36,9,i,i,i,i,i,i
CCC(C)NC(=O)CS(=O)Cc1nc(-c2cccc(C)c2)oc1C (stereo not drawn),i,i,i,-5,4,i,i,i,i,i,i
COCC1CCCCN1C(=O)c1cccc(OC2CCN(S(C)(=O)=O)CC2)c1 (stereo not drawn),i,i,i,-5,nt,i,i,i,i,i,i
CCN(CC(=O)Nc1ccc(NC(C)=O)cc1)C(=O)c1n[nH]c(=O)c2ccccc12,i,i,i,0,-1,i,i,i,i,i,i
CCOC(=O)C(Sc1n[nH]c(N)n1)c1ccccc1 (stereo not drawn),i,i,i,4,0,i,25*,i,i,i,i
Nc1ccc(N2CCN(CCCCN3C(=O)C4CCCN4C3=O)CC2)cc1 (stereo not drawn),i,i,i,3,-6,i,i,i,i,i,i
O=C(O)c1ccccc1NCN1C(=O)C2CC=C(Cl)CC2C1=O (stereo not drawn),i,i,i,8,-9,i,i,i,i,i,i
O=c1[nH][nH]c(-c2ccccc2)c1C=Nc1ccc(F)cc1F,i,i,i,-15,13,i,i,i,i,i,i
Cc1c(C(=O)Nc2ccc3oc(-c4cccnc4)nc3c2)oc2ccccc12,i,i,i,0,-3,i,i,i,i,i,i
Cc1cc(C)n(-c2cc(Cl)ccc2[N+](=O)[O-])n1,i,i,i,0,3,i,i,i,i,i,i
CCCCCCOc1ccc(OC(=O)c2ccncc2)cc1,i,i,i,16,-1,i,i,i,i,i,i
O=C(CC1CCS(=O)(=O)C1)Nc1ccc[nH]c1=O (stereo not drawn),i,i,i,7,5,i,i,i,i,i,i
CCOC(=O)C1(CCOc2ccccc2)CCN(Cc2cccs2)CC1,i,i,i,-3,-2,i,i,i,i,i,i
Cc1ccc(N=Cc2c(O)c3ccccc3n(C)c2=O)cc1,i,i,i,-2,0,i,i,i,i,i,i
O=c1[nH]nc(-c2ccc(F)cc2)cc1Cc1ccccn1,i,i,i,-5,10,i,i,i,i,i,i
CCCCOCCCNC(=O)c1ccc(OC)cc1,i,i,i,-3,-2,i,i,i,i,i,i
COc1ccc(NC(C)=O)cc1S(=O)(=O)N1CCc2ccccc21,i,i,i,-5,1,i,i,i,i,i,i
c1cncc(-c2nc(NCc3ccc4c(c3)OCO4)c3ccccc3n2)c1,i,i,i,11,8,i,i,i,i,i,i
O=C(Nc1ccc(Cl)cc1)N1N=CCC1c1ccccc1 (stereo not drawn),i,i,i,-4,3,i,i,i,i,i,i
Cc1ccc(C(C(=O)NC2CCCCC2)N(CC2CCCO2)C(=O)CNC(=O)c2cccs2)cc1 (stereo not drawn),i,i,i,-2,7,i,i,i,i,i,i
CCOC(=O)c1ccc(NC(=S)N2CCN(C)CC2)cc1,i,i,i,0,-1,i,25*,i,i,i,i
CCOC(=O)N1CCN(C(=O)/C(=C/c2ccc(OC)cc2)NC(=O)c2ccccc2)CC1,i,i,i,-1,6,i,i,i,i,i,i
CCCCn1c(SCc2ccc(Cl)cc2)nc2c1c(=O)[nH]c(=O)n2C,i,i,i,-8,2,i,i,i,i,i,i
CCOc1nc(NCCN2CCOCC2)nc(Nc2ccc(C)cc2)n1,-5.5*,i,i,-3,-6,i,i,i,i,i,i
CN(CCCC1CCCC1)C(=O)c1cc(COc2ccc(F)cc2F)on1,i,i,i,7,8,i,i,i,i,i,i
Nc1cc(N)cc(-c2nc3ccccc3[nH]2)c1,nt,i,i,nt,-10,nt,i,i,i,nt,nt
Cc1ccc(C(=O)NCC(=O)OCC(=O)Nc2ncc(C(F)(F)F)cc2Cl)cc1,i,i,i,4,1,i,i,i,i,i,i
COc1ccc(S(=O)(=O)N2CCN(c3nc(C)cc(C)n3)CC2)cc1,i,i,i,0,4,i,i,i,i,i,i
COC(=O)C1=C(C)N(Cc2ccco2)C(=O)N[C@@H]1c1ccc(Br)cc1,i,i,i,3,8,i,i,i,i,i,i
CN(C)c1ccc(NC(=O)CN2C(=O)CC(c3ccccc3)=Nc3ccccc32)cc1,i,i,i,13,0,i,i,i,i,i,i
Cc1ccc(C(=O)NCCNc2ccc(Cl)cc2[N+](=O)[O-])o1,i,i,i,-3,1,i,i,i,i,i,i
COC(=O)c1ccc(C(=O)OC)c(NC(=S)N2CCC(N3CCCCC3)CC2)c1,i,i,i,3,2,i,i,i,i,i,i
Cc1cc(-c2ccc(S(=O)(=O)N3CCN(C)CC3)s2)on1,i,i,i,1,5,i,i,i,i,i,i
CSC(=Nc1ccccc1)C1=C(O)COC1=O,i,i,i,1,5,i,i,i,i,i,i
COc1ccc(C)cc1NC(=O)CN(c1ccc(F)cc1)S(C)(=O)=O,i,i,i,-8,1,i,i,i,i,i,i
Cc1cc(C)c(NC(=O)COC(=O)c2cc([N+](=O)[O-])ccc2N2CCOCC2)c(C)c1,i,i,i,-4,0,i,i,i,i,i,i
COC(=O)c1ccc(C2CC(=O)Nc3cc(OC)c(OC)cc32)cc1 (stereo not drawn),i,i,i,2,-7,i,i,i,i,i,i
CCOC(=O)c1c(C)c(C(=O)NCc2cccnc2)c(C)n1C,i,i,i,2,0,i,i,i,i,i,i
COCCNC(=O)c1onc(CSc2ccccc2)c1C(=O)NCCOC,i,i,i,3,-8,i,i,i,i,i,i
Cc1ccccc1NC(=O)COc1cccc2c1CCNC2=O,i,i,i,32,6,i,i,i,i,i,i
CC(=O)Nc1sc(-c2ccccc2)nc1-c1ccccc1,i,i,i,-6,-11,i,i,i,i,i,i
O=c1n(Cc2ccccc2Cl)nc2n1-c1ccccc1SC2,i,i,i,1,2,i,i,i,i,i,i
COc1ccc(C2=NCC(CSc3nnc(-c4ccc5c(c4)OCO5)o3)S2)cc1 (stereo not drawn),i,i,i,1,-12,i,100*,i,i,i,i
CC(C)C[C@H](NC(=O)c1nc[nH]c1C(=O)N[C@@H](CC(C)C)C(=O)OC(C)(C)C)C(=O)OCc1ccccc1,i,i,i,58*,4,i,i,nt,i,i,i
CN(C(=O)c1ccccc1C(=O)OCC(=O)NCc1cccs1)C1CCCCC1,i,i,i,-3,5,i,i,i,i,i,i

# One compound at a time, from the list above. Screens in order: TRPC6 inhibitor | MrgX1 agonist | MrgX1 antag | SKKanGAS inh | HDAC3 inh | TRPC6 act | ANO1 block | ANO1 activ | MrgX1 PAM | RGS4 act | RGS4 inh
# Listed for CSC(=Nc1ccccc1)C1=C(O)COC1=O = i | i | i | 1 | 5 | i | i | i | i | i | i
# Listed for CN(C(=O)c1ccccc1C(=O)OCC(=O)NCc1cccs1)C1CCCCC1 = i | i | i | -3 | 5 | i | i | i | i | i | i
# Listed for Cc1ccc(C(=O)NCCNc2ccc(Cl)cc2[N+](=O)[O-])o1 = i | i | i | -3 | 1 | i | i | i | i | i | i
# Listed for COc1ccc(C2=NCC(CSc3nnc(-c4ccc5c(c4)OCO5)o3)S2)cc1 (stereo not drawn) = i | i | i | 1 | -12 | i | 100* | i | i | i | i

# Next section:
mol,TRPC6 inhibitor,MrgX1 agonist,MrgX1 antag,SKKanGAS inh,HDAC3 inh,TRPC6 act,ANO1 block,ANO1 activ,MrgX1 PAM,RGS4 act,RGS4 inh
CCCCN(C(=O)CN1CCOCC1)c1c(N)n(CC(C)C)c(=O)[nH]c1=O,i,i,i,-2,nt,i,i,i,i,i,i
O=C(Nc1ccccc1C(=O)Nc1ccccn1)c1cc(F)c(F)cc1Cl,i,i,i,-3,-2,i,i,i,i,i,i
Cc1cccc(NC(=S)NN(Cc2ccccc2)c2ccccc2)c1C,i,i,i,8,5,i,i,i,i,i,i
Cc1ccccc1OC/C(O)=C(\C#N)c1nc2ccccc2[nH]1,i,i,i,1,3,i,i,i,i,i,i
O=C1c2cccc3c([N+](=O)[O-])ccc(c23)C(=O)N1O,i,i,-8.6*,79*,8,i,i,i,i,i,i
Cc1ccc(OCC(O)CNCc2ccccc2)cc1C (stereo not drawn),-5.1*,i,i,-2,0,i,i,i,i,i,i
O=C(COC(=O)CCC(=O)c1cccs1)Nc1ccccc1[N+](=O)[O-],i,i,i,6,-1,i,i,i,i,i,i
O=C(c1cccc(S(=O)(=O)N2CCc3ccccc3C2)c1)N1CCN(c2ccccc2)CC1,i,i,i,21,1,i,i,i,i,i,i
Cc1ccc2c(c1)[nH]c1c(=O)n(CCCN3CCOCC3)cnc12,i,i,i,3,-5,i,i,i,i,i,i
CCN(CC)C(=O)Cn1cc(/C=C(\C#N)C(=O)N2CCN(c3ccccc3)CC2)c2ccccc21,i,i,i,23,?,i,i,i,i,i,i
O=C(Nc1ccccc1)Nc1cc(Cl)cc(Cl)c1,i,i,i,84*,2,i,i,i,i,-8.3*,i
Cc1ccc(Cl)cc1N(C(=O)c1csnn1)C(C(=O)NC1CCCC1)c1ccco1 (stereo not drawn),i,i,i,3,-9,i,i,i,i,i,i
O=C(Nc1ccc(N2CCN(C(=O)c3ccccc3)CC2)cc1)c1cc2ccccc2o1,nt,i,i,nt,-2,nt,i,i,i,nt,nt
